SMN2 splice up: qHTS Assay for Enhancers of SMN2 Splice Variant Expression; HEK293 SMN2-luciferase splicing reporter, luminescence, 30-36 h; actives 2.8% (n = 210,000); Potency, µM (doses to about 46.1 µM), without a hit: top-dose activity change, positive = activation, actives largely listed as activators; further: % of control where 0% means no effect; nearly all actives have a fitted effect of over 55% in size
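qHTS luciferase splicing reporter: luminescence rises when SMN2 exon 7 is included in transfected HEK293 cells. Compound exposure lasted 30-36 h at 37C, with 4.5 mM final sodium butyrate as control, followed by a ONE-Glo read.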
IMPase Li inh: qHTS Assay for Identifying the Cell-Membrane Permeable IMPase Inhibitors: Potentiation with Lithium; CHO-M1 cells, IP1 TR-FRET (IP-One), carbachol + lithium; Potency, µM (doses to about 59.4 µM), for inactives: at the top dose activity, negative = IMPase inhibition, hits mostly inhibitors; actives 0.35% (n = 210,000); AID 1457, 2008;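 further: IP1 builds up when IMPase is blocked and the TR-FRET signal falls; plate controls were basal vehicle for no effect and high inhibitor control for full effect; nearly all actives have a fitted effect of over 50% in size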
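Readout is a homogeneous TR-FRET IP1 immunoassay (Ex 320, Em 665 and 620), where raised cytosolic IP1 lowers signal. Cells were CHO-M1 treated 30 min at 37C with test compounds plus a little lithium; AC50 values came from Hill-equation fitting.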
KinaseGlo FLuc: Counterscreen for Luciferase (Kinase-Glo TM) Inhibition; Luciferin 4-monooxygenase (Photuris pensylvanica), Q27757; Kinase-Glo luciferase, ATP luminescence, 8 min; Potency, µM (top dose mostly 38.3 µM), without a hit: at the highest dose activity change, negative = inhibition, actives largely listed as inhibitors; actives 0.28% (n = 200,000); AID 1379, 2008; further: on the % scale 0 is the no-effect control and ±100 the full control effect; nearly all actives have a fitted effect of over 60% in size
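Kinase-Glo luciferase light output from ATP and luciferin was measured with 10 uM ATP, within the enzyme's linear range. Buffer: 50 mM imidazole pH 7.2, 50 mM KCl, 7 mM MgCl2, 0.01% Tween 20, 0.05% BSA; luminescence read after 8 min at ambient temperature.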
NPSR antagonist: qHTS Assay for Antagonists of the Neuropeptide S Receptor: cAMP Signal Transduction; actives 1% (n = 220,000); Potency, µM (top dose mostly 38.3 µM), for inactives: top-dose activity change, negative = inhibition, most hits filed as inhibitors; AID 1461, 2008; CHO-NPSR cells, cAMP TR-FRET, antagonist mode; further: on the % scale 0 is the no-effect control and ±100 the full control effect; nearly all actives have a fitted effect of over 50% in size; many of its hits are not listed in these tables
Target sequence (Q6W5P4 whole entry, looked up): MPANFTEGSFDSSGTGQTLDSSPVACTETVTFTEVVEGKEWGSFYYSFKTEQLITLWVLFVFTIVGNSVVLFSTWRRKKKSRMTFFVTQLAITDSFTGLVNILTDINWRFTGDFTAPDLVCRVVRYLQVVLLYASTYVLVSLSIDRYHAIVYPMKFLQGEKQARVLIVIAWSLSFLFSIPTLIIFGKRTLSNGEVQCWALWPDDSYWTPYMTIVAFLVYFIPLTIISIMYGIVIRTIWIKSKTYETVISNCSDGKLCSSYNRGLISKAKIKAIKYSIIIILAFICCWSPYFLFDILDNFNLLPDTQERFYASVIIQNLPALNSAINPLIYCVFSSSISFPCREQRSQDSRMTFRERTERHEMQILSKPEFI
KDM4E inh: qHTS Assay for Inhibitors of Human Jumonji Domain Containing 2E (JMJD2E); Lysine-specific demethylase 4E (Homo sapiens), B2RXH2; JMJD2E catalytic domain, FDH-coupled NADH fluorescence (FDH is formaldehyde dehydrogenase); Potency, µM (doses to about 57.1 µM), for the others: top-dose activity change, negative = inhibition, actives largely listed as inhibitors; actives 1.6% (n = 230,000); active means well fitted inhibition curve with a large enough effect, not every such curve was filed as active; inconclusive means small, poorly fitted or top-dose-only effect, or another doubt; inactive means no such curve, though single readings can be large or run the other way;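 further: 0% = wells with enzyme and -100% = buffer wells without enzyme; nearly all actives have a fitted effect of over 50% in size; many of its hits are not listed in these tables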
RECQ1 inh: qHTS Assay for Inhibitors of RecQ-Like Dna Helicase 1 (RECQ1); ATP-dependent DNA helicase Q1 (Homo sapiens), P46063; RECQ1 DNA unwinding, red fluorescence kinetic read; Potency, µM (highest dose often 57.3 µM), without a hit: at the top dose activity, negative = inhibition, actives largely listed as inhibitors; actives 0.54% (n = 240,000); AID 2549, 2010;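 further: plate controls were vehicle for no effect and no enzyme for full effect; nearly all actives have a fitted effect of over 30% in size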
Target sequence (P46063 whole entry, looked up): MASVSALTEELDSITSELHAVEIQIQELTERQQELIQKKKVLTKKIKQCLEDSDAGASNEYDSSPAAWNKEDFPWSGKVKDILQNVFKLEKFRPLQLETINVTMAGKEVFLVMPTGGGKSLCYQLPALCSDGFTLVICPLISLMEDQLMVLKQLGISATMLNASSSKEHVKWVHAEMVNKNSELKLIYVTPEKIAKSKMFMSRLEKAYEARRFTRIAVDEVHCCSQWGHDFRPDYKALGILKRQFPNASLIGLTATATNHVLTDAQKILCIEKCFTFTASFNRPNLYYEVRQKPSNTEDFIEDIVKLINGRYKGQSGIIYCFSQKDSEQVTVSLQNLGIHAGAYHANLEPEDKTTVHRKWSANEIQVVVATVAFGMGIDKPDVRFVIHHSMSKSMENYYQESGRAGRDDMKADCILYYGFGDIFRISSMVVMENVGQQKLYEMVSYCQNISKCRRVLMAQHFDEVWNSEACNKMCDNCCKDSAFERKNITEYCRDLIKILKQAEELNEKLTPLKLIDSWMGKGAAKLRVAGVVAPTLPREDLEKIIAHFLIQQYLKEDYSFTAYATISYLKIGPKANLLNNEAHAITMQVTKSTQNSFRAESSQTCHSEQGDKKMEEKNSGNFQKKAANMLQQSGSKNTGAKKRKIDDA
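RECQ1T1 50 nM; forked duplex (20 bp + 30-nt ss tails) 200 nM, ATP 2 mM final; pH 8.0, 2 mM MgCl2, 2.5 ug/ml poly(dI-dC); 15 min compound preincubation; discontinuous kinetic read over 2 h at RT.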
RGS12 GoLoco inh: qHTS Assay for Inhibitors of RGS12 GoLoco Motif Activity (Red Fluorophore). Gai1:RGS12 GoLoco peptide FP, rhodamine, 10 min. Potency, µM (top dose mostly 61.6 µM), for inactives: at the top dose activity, negative = inhibition, hits mostly inhibitors. actives 0.44% (n = 230,000); active means well fitted inhibition curve with a large enough effect, not every such curve was filed as active; inactive means no such curve, though single readings can be large or run the other way; further: on the % scale 0 is the no-effect control and ±100 the full control effect; nearly all actives have a fitted effect of over 30% in size; many of its hits are not listed in these tables
Epigenetic derep: Quantitative High-Throughput Screen for Regulators of Epigenetic Control; Potency, µM (highest dose often 53.9 µM), for inactives: at the highest dose GFP activation, actives largely listed as activators; actives 0.2% (n = 280,000); murine LDR cells, GFP reporter derepression, 30 h; AID 1865, 2009; further: % of control where 0% means no effect; nearly all actives have a fitted effect of over 60% in size
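Reporter derepression read as number of fluorescent GFP-positive objects, 20-120 um in size, counted by laser-scanning cytometer. Mouse LDR line with an epigenetically silenced CMV-GFP locus; compound incubation 30 h, 37 C.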
* marks the source's active call; other numbers are inactive results; i = inactive; ? = inconclusive; nt = no result given; & = joins results of further samples; ! = repeats disagree; [ ] = dose if it differs, or a comment. Unless noted, the call rests on the fitted dose curve; in most records, active means well fitted curve in the direction sought with a large enough effect; inconclusive means small, poorly fitted or top-dose-only effect, or another doubt; inactive means no such curve, though single readings can be large; an effect the other way counts as inactive or inconclusive. Potency means the concentration at half of the fitted maximal effect. Only part of the results is shown; the hit share may differ from the screen's.

Molecule	Epigenetic derep	IMPase Li inh	NPSR antagonist	SMN2 splice up	KinaseGlo FLuc	RECQ1 inh	KDM4E inh	RGS12 GoLoco inh
O=C1NC(=O)C(CCc2ccncc2)(CCc2ccncc2)C(=O)N1CCc1ccc(F)cc1	0.0%	-5%	-45%	nt	nt	-5%	-6%	5%
CCN(CC)CCN=Cc1c(O)n(Cc2ccccc2)c(=O)[nH]c1=O	0.0%&-7.1%	25%[38.3 µM]	-17%	-21%	17%	-7%&-4%	-4%&-3%	-6%&9%
COc1ccccc1N1C(=O)NC(=O)/C(=C/c2ccc([N+](=O)[O-])s2)C1=O	2.7%	nt	-1%	nt	nt	-26%	?	41%[activator]
Nc1ccc(C(=O)N/N=C2/CN3CCC2CC3)cc1	-1.7%	0%[38.3 µM]	-10%[46.1 µM]	9%	-5%	-7%	-1%	-15%
Cc1nc2cnc(N3CCNCC3)nc2n(C)c1=O	nt	-6%	nt	-5%	-3%	-1%	nt	2%
CCN1CCN(C(=O)Cc2ccccc2OC)CC1	-0.3%	16%	-15%	nt	-2%	16%	-6%	2%
COc1ccc(CN2CCN(Cc3ccccc3)CC2)c(OC)c1	2.0%	-3%[38.3 µM]	-7%[46.1 µM]	3%	1%	-14%	-4%	6%
Clc1ccc(CS[C@@H](Cn2ccnc2)c2ccc(Cl)cc2Cl)cc1	-0.3%[16.9 µM]	18%	nt	-19%[20.6 µM]	-4%[17.1 µM]	i	-5%[25.5 µM]	0%[21.6 µM]
C=CCN1C(=O)NC(=O)C(CCc2ccncc2)(CCc2ccncc2)C1=O	1.1%	3%	-10%	nt	-4%	-10%	?	11%
CC1CCC2C(C)C(=O)OC3OC4(C)CCC1C32OO4 (configuration not stated)	1.5%	1%	nt	nt	1%	i	136%	2%
COc1ccc(N/N=C/c2c(O)n(-c3cccc(C)c3)c(=O)[nH]c2=O)cc1	3.2%	12%	7%	nt	1%	-13%	-26%	8%
CC(C)CC(C)Nc1ccc(Nc2ccccc2)cc1 (configuration not stated)	nt	15%	nt	-12%	nt	-4%	nt	0%
C=CCN1CC[C@]23c4c5ccc(O)c4O[C@H]2/C(=N/NC(=O)c2ccccc2)CC[C@@]3(O)[C@H]1C5	-1.2%&3.6%	-6%&-10%	-5%[46.1 µM]	-7%&-3%	-6%&4%	-5%	-8%&1%	-11%&-12%
CC1(C)N2CC3([N+](=O)[O-])CN1CC([N+](=O)[O-])(C2)C3	-1.2%	nt	29%	nt	nt	1%	-1%	7%
CN1CCc2cc3c(cc2C1C1OC(=O)c2c1ccc1c2OCO1)OCO3 (configuration not stated)	0.8%&0.4%	5%&10%	nt	10%	3%	-7%&0%	5%	4%&2%
Cn1c(O)c(C=NC2CC(C)(C)NC(C)(C)C2)c(=O)n(C)c1=O	-1.5%	nt	-25%[46.1 µM]	nt	nt	8%	4%	nt
C=C(C)C1Cc2c(ccc3c(=O)c4c(oc23)COc2cc(OC)c(OC)cc2-4)O1 (configuration not stated)	-0.1%&-1.4%	6%&-4%	nt	-2%&3%	3%&1%	-3%&-3%	4%&11%	1%&6%
C=CCn1c(O)c(C(C)=Nc2cc(OC)ccc2OC)c(=O)[nH]c1=O	1.0%	18%[38.3 µM]	-8%[46.1 µM]	10%	0%	1%	-8%	-8%
C=Cn1ccnc1P(=S)(c1ccccc1)c1nccn1C=C	-1.4%	7%	-31%	?	5%	-3%	-8%	-4%
CC(C)(C)C(=O)c1cn(CC(=O)NCc2ccco2)c2ccccc12	0.0%	6%	-17%	14µM*	0%	i	-23%	7%
CCCCCCCCCc1ccc(O)cc1	-1.4%	4%&26%	nt	-6%&-34%	-3%	-10%&-2%	?	11%&-7%
Cn1c(O)c(C(=Nc2ccccc2)SCc2ccccc2Cl)c(=O)n(C)c1=O	-1.7%	nt	-45%	nt	nt	-27%	?	-3%
CC(=NCc1cccnc1)c1c(O)n(C2CCCCC2)c(=O)[nH]c1=O	-1.0%	19%[38.3 µM]	-13%[46.1 µM]	-27%	-2%	i	-6%	-5%
CN(C(=O)CNC(=O)OCc1ccccc1)c1ccc(Br)cc1C(=O)c1ccccc1Cl	1.1%	18%	-11%	-29%	2%	-14%	-7%	3%
CN1CCc2nc3sc(C(=O)NC4CC4)c(N)c3cc2C1	0.6%	-6%	-56%	12%	-2%	34%	?	-61%
COc1cc(O)c(C(=O)O)c(-c2cc(O)c(O)cc2C)c1	0.0%	nt	-51%	nt	nt	?	14µM*	-16%
CC(=O)OC1CC(OC(C)=O)[C@]2(C)C(CC(OC(C)=O)[C@]3(C)C2CC[C@@]2(C)C(c4ccoc4)C(=O)C4O[C@]432)C1(C)C (some centres not stated)	-0.5%	9%	nt	-70%[inhibitor]	-1%	5%	-4%	-29%
CC(C)(C)NCC(O)c1cc(Cl)c(N)c(Cl)c1 (configuration not stated)	0.8%&-1.3%&0.1%	0%&-1%&3%	7%	-4%&27%&-15%	-6%&-1%	-1%&20%&16%	?	7%&0%&8%
COc1ccc(CCN(C)Cc2ccc(F)cc2F)cc1OC	-4.2%	27%[38.3 µM]	0%[46.1 µM]	-4%	-2%	i	?	7%
CC(=O)Nc1ccccc1C(=O)OCC(=O)c1ccc2ccccc2c1	4.0%	?	-25%[46.1 µM]	nt	-1%	0%	1%	31%[activator]
CC1CCN(c2cc(Br)c([N+](=O)[O-])cc2F)CC1	0.6%	nt	-3%	nt	nt	i	2%	-4%
CCc1ccc(CN2CCN(Cc3ccc(SC)cc3)CC2)cc1	-1.0%	18%	-34%	-87%[inhibitor]	-2%	-14%	?	2%
CCCc1cc2c(n1CCO)C(C)C1CN(C(=O)c3ccccc3)C(C)(C(=O)OC)C21 (configuration not stated)	0.4%	-7%	nt	7%	-1%	i	?	25%
CC(N)C(O)c1ccc(O)c(O)c1 (configuration not stated)	-0.5%&-0.5%	-5%&15%	nt	12%&19%	-4%&-8%	7.1µM*!	16µM*	9%&4%
COC[C@H]([C@@H](O)[C@@H](O)C(=O)NCC[C@@H](C)c1nc(/C=C/C[C@H]2OC3(C[C@H](O)[C@H]2C)OC([C@@H](C[C@@H](O)[C@@H](C)[C@@H](O)[C@@H](C)/C=C(C)/C(C)=C/C=C/C(C)=C\C#N)OC)[C@@H](OP(=O)(O)O)C3(C)C)co1)N(C)C (some centres not stated)	0.8%	-15%	nt	-97%[inhibitor]	nt	-1%&-8%	nt	-1%
CCCCNC(=O)Oc1c(Br)cc2sc(=O)oc2c1Br	0.1%	nt	-4%	nt	nt	11µM*	?	-9%
N[C@H](Cc1ccccc1)c1nn[nH]n1	nt	3%	nt	7%[9.22 µM]	-7%[7.66 µM]	nt	nt	-3%[14.2 µM]
Nc1ccccc1O.O.O=C(O)[C@H]1[O][Sb][O][C@H]1C(=O)O	nt	7%	nt	-26%[9.22 µM]	-4%[7.66 µM]	nt	nt	5%[14.2 µM]
C[C@H]1CC[C@@H]2[C@@H](C)[C@H]3[C@H](C[C@H]4[C@@H]5CC=C6CC(O[C@@H]7O[C@H](CO)[C@H](O)[C@H](O[C@@H]8O[C@H](CO)[C@@H](O)[C@H](O)[C@H]8O)[C@H]7O[C@H]7O[C@@H](C)[C@H](O)[C@@H](O)[C@H]7O)CC[C@]6(C)[C@H]5CC[C@]34C)N2C1 (some centres not stated)	nt	38%[activator]	nt	-32%[inhibitor]	nt	21%	nt	40%[activator]
CN(C)C(=O)Cl	nt	-12%	nt	-2%	nt	-3%	nt	-25%
Cc1ccc(Cc2c(C)nc3nc(SCC(=O)N4CCC5(CC4)OCCO5)nn3c2C)cc1	0.0%	50%[activator][38.3 µM]	-16%[46.1 µM]	-20%	-5%	-5%	-1%	-11%
CCN1CCN(Cc2ccc(C)cc2)CC1	0.7%	3%[38.3 µM]	8%[46.1 µM]	-6%	3%	7%	1%	3%
CN(C)C(=O)Oc1ccc(-c2nnco2)cc1	0.9%	-8%[38.3 µM]	3%[46.1 µM]	-5%	0%	i	-3%	9%
CN1CC[C@@]2(CCCN(C(=O)c3csnn3)C2)C1	nt	7%	nt	1%	-1%	i	nt	-6%
CN(N=O)c1cc(O)ccc1O	-2.5%	8%	-16%[46.1 µM]	2%	-9%	1.6µM*	0%	5.6µM*
C=CCN(CC=C)Cc1c[nH]c2ccccc12	-2.2%	2%[38.3 µM]	-10%[46.1 µM]	-5%	-6%	i	-8%	-3%
O=c1[nH]c(=O)n(Cc2ccc(F)cc2)c(O)c1C=Nc1ccc(Cl)cc1	-0.4%	-3%	-10%	-3%	0%	1%	0%	2%
CC1=C2[C@H]3OC(=O)[C@@H](C)[C@@H]3CC[C@@]2(C)C=CC1=O	-1.6%	5%	nt	nt	-2%[39.9 µM]	i	nt	7%
CC(C)N(CC(O)c1cccc([N+](=O)[O-])c1)C(C)C (configuration not stated)	3.5%	15%[38.3 µM]	3%[46.1 µM]	-6%	2%	-10%	0%	-2%
CC(C)(C)NC(=S)/N=C(\N)N[N+](=O)[O-]	-0.5%	8%	3%	14%	1%	i	5%	5%
O=C1NC(=O)C(Cc2cccs2)C(=O)N1	-1.0%	17%[38.3 µM]	-6%[46.1 µM]	12%	5%	1%	8%	0%
Cc1ccc2c(c1N)C(=O)c1ccccc1C2=O	nt	25%	nt	?	nt	-6%	nt	47%[activator]
CCS(=O)(=O)N1CCCC(C(=O)N2CCC3(CC2)OCCO3)C1 (configuration not stated)	-0.9%	2%[38.3 µM]	2%[46.1 µM]	8%	1%	i	23%	-5%
CCOC(=O)c1c(/N=C/c2c(O)n(-c3ccc(F)cc3)c(=S)[nH]c2=O)sc2c1CCCC2	2.6%	-15%[38.3 µM]	-6%[46.1 µM]	-9%	-4%	i	1%	23%
